Screening data (PubChem BioAssay)
GluA2 TARP mod – modulators of AMPA receptor GluA2-stargazin complexes | AID 1259245 | actives 3.5% (n = 40,000) | calls only at 30 µM | HEK293 GluA2+stargazin, membrane potential dye (FDSS), glutamate EC50; hits were called plate by plate, in both directions;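 active = any of four per-well response measures lying three or more SD from its plate-wide compound average, in either direction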
Target sequence (O88602 whole entry, looked up): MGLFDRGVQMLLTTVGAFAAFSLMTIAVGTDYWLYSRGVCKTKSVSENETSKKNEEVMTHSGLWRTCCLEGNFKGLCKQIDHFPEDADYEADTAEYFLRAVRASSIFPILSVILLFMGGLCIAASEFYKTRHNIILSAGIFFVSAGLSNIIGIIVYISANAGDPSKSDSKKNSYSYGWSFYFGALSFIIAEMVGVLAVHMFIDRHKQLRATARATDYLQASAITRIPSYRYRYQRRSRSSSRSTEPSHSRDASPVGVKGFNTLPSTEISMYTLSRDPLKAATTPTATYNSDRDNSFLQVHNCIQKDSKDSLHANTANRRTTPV
Target sequence (P19491 whole entry, looked up): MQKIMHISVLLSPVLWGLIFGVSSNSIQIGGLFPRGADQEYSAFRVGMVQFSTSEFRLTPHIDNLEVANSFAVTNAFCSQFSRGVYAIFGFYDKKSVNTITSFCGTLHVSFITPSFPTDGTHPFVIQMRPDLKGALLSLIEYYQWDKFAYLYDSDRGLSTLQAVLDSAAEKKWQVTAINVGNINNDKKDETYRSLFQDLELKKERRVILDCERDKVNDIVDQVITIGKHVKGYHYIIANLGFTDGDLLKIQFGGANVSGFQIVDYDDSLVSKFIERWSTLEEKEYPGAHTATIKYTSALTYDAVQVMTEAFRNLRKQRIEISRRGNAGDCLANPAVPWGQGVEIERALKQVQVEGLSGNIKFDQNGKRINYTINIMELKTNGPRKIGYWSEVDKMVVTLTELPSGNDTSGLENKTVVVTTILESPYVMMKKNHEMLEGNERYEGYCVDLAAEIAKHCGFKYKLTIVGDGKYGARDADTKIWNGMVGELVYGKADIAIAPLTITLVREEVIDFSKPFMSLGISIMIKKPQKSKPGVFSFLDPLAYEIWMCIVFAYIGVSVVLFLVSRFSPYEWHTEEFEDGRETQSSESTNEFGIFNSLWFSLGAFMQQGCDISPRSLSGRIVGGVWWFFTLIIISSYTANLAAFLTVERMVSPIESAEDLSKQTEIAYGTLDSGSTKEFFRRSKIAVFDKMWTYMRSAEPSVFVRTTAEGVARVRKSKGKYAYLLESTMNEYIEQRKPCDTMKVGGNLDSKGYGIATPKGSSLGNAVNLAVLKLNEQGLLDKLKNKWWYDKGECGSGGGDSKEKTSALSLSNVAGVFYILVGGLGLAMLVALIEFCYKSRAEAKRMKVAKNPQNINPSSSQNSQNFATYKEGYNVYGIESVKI
GluA2 TARP mod agonism max-min – further read-out of GluA2 TARP mod, marked with its call; compound max-min signal; compound-alone response (agonism);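 unitless range of fluorescence divided by baseline over first 100 seconds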
GluA2 TARP mod glutamate slope – recorded beside GluA2 TARP mod, whose call it bears; glutamate slope, % of max; measured here: glutamate response slope, % max;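 scaled per plate between vehicle wells and maximal 1 mM glutamate control wells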
* hit, by the source's call; i = inactive; + = active, no number. The list is partial (hit frequency here may not be typical).

SMILES	GluA2 TARP mod	GluA2 TARP mod agonism max-min	GluA2 TARP mod glutamate slope
O=C(CS(=O)(=O)Cc1ccccc1)Nc1nc(-c2ccc3c(c2)OCO3)cs1	i	0.0992	41.8
CCC(C(=O)N1CC(c2nc(C)no2)C1)c1ccccc1 (centres undefined)	i	0.117	70.2
COc1cccc(CNC(=O)C(=O)Nc2ccon2)c1	i	0.101	57.6
Cn1nc(-c2ccc(NC(=O)CC3CCCCC3)cc2)ccc1=O	i	0.0291	37.8
Cc1ccccc1OCC(=O)NCCS(=O)(=O)N1CCN(c2ncccn2)CC1	i	0.0931	65.8
COc1ccccc1-c1ccc(N2CCC(C(=O)N3CCc4ccccc43)CC2)nn1	i	0.102	79.1
O=S(=O)(c1ccc(Cl)s1)N1CCN(c2ccc3nncn3n2)CC1	i	0.107	23.1
COc1ccc(NC(=O)C(=O)NCC2CCN(Cc3ccco3)CC2)cc1Cl	i	0.0913	54.9
C=CCNc1oc(-c2ccc(S(=O)(=O)N(C)Cc3ccccc3)cc2)nc1C#N	i	0.137	74.4
Cn1nc(C2CCCN(C(=O)c3cc4ccccc4oc3=O)C2)n(-c2ccccc2)c1=O (centres undefined)	i	0.101	54.3
CC1CCCCN1S(=O)(=O)c1ccc([N+](=O)[O-])cc1 (centres undefined)	i	0.0949	70.1
CC(=O)Nc1ccc(C(=O)NCCNC(=O)CC(c2ccccc2)c2ccccc2)cc1	i	0.0875	59.1
O=C(Nc1sccc1-c1nc2ccccc2s1)c1cccc(N2C(=O)CCC2=O)c1	i	0.082	72.2
CS(=O)(=O)c1ccc(CC(=O)Nc2nc(-c3ccc(Cl)cc3)cs2)cc1	i	0.106	48.1
NC(=O)c1ccc(NC(=O)C(=O)NCCc2ccc(Cl)cc2)cc1	i	0.0533	64.6
COC(=O)Cn1c(=NC(=O)c2ccnn2C)sc2cc(C(C)C)ccc21	i	0.0635	50.0
CCOc1ccc(S(=O)(=O)NCC(O)c2cccn2C)cc1C (centres undefined)	i	0.119	64.2
N#Cc1ccc(Cl)cc1NC(=O)C(=O)NCC1CCN(C(=O)Oc2ccccc2)CC1	i	0.106	59.7
O=C(Nc1ccccc1F)c1ccc(-c2cccc(C(F)(F)F)c2)o1	i	0.0433	55.9
CCCn1c(-n2nc(C)cc2C)nc2c1c(=O)n(CCN1CCOCC1)c(=O)n2C	i	0.0433	33.4
O=C(c1ccc(Cl)c(Cl)c1)N1CCN(c2ccc(-c3ccco3)nn2)CC1	i	0.0353	35.2
Cc1ccc(NC(=O)N2CCN(c3ccc(Nc4cccnc4)nn3)CC2)cc1C	i	0.167	61.1
CCOC(=O)CCn1c(=O)c2c(nc3n(C4CCCCC4)c(C)cn23)n(C)c1=O	i	0.1	77.2
CCOc1ccc(C(=O)N2CCC3(CC2)C(=O)N(C)C(=O)N3C)cc1OCC	i	0.106	59.3
Cc1cccc(CC(=O)N2CCC(CN3CCN(C)CC3C)CC2)c1 (centres undefined)	i	0.0957	41.7

Next part
SMILES	GluA2 TARP mod	GluA2 TARP mod agonism max-min	GluA2 TARP mod glutamate slope
O=C(Nc1ccccc1Br)c1n[nH]nc1Nc1cccc(Cl)c1	i	0.0939	49.1
CC(C)Sc1ccc(CC(=O)NCC2CCN(C(=O)Nc3ccc(F)cc3)CC2)cc1	i	0.0674	45.5
CC(=O)Cn1c(=O)c2c(nc3n(-c4ccc(F)cc4)c(C)c(C)n23)n(C)c1=O	i	0.0917	58.3
CC(=O)N1CC(C(=O)NCCc2ccc(Cl)cc2)C1	i	0.0978	60.7
Cc1cc(C)n(CCNC(=O)Cn2c3c(c4ccccc42)CCC3)n1	i	0.11	48.3
O=C(Nc1c2c(nn1-c1nc3ccccc3s1)CCC2)c1ccc([N+](=O)[O-])o1	i	0.148	47.3
Cc1cc(NC(=O)C(=O)NCC(c2ccco2)N(C)C)c2ccccc2n1 (centres undefined)	i	0.0707	92.3
CCc1nnc2ccc(N3CCN(S(=O)(=O)c4ccc(F)cc4)CC3)nn12	i	0.107	37.9
NC(=O)C1CCN(C(=O)c2ccc(Oc3ncccn3)cc2)CC1	i	0.0818	62.8
COc1cccc(/C=N/NC(=O)CNC(=O)c2ccc(S(=O)(=O)N3CCOCC3)cc2)c1OC	i	0.11	74.4
Cc1cc(C(=O)NCC2CCN(S(=O)(=O)C3CC3)CC2)c(C)o1	i	0.0771	35.9
CCC(=O)Nc1sc2c(c1-c1nc3ccccc3s1)CCN(C)C2	i	0.097	30.1
Cc1nc(NC(=O)c2ccc(N3C(=O)CCC3=O)cc2)sc1C	i	0.0936	54.2
Nc1c(C(=O)OCC2CCCO2)c2nc3ccccc3nc2n1C1CCCC1 (centres undefined)	i	0.139	44.6
CCOC(=O)c1csc(NC(=O)Cn2nc(-c3cc(OC)ccc3OC)ccc2=O)n1	i	0.0957	62.8
CC(C)c1ccc(NC(=O)C(=O)NC2CCCC2)cc1	i	0.107	59.9
Fc1ccc(N2CCN(c3nnnc4c3cnn4-c3ccccc3)CC2)cc1	i	0.137	52.2
O=C(NCCOc1ccc(-c2ccco2)nn1)C(c1ccccc1)c1ccccc1	i	0.0257	68.4
CCN1CCCC1CNC(=O)c1cc(S(=O)(=O)N2CCCCC2)ccc1OC (centres undefined)	i	0.0623	77.1
COc1cc(OC)cc(C2=NC3(CCCC3)N(C(=O)c3cc(OC)c(OC)c(OC)c3)C2=S)c1	i	0.137	58.0
Cc1ccccc1N1CC(c2nc3ccccc3n2CC(O)COc2ccccc2)CC1=O (centres undefined)	i	0.116	54.2
Clc1ccc(NCc2ccccc2)nn1	i	0.0725	59.9
Cc1ccc(C(=O)Nc2ccccc2OC(F)F)cc1S(=O)(=O)N1CCCCCC1	i	0.0595	54.7
Cc1ccc(C)c(S(=O)(=O)Nc2cc(-c3ccccc3)nn2C2CCS(=O)(=O)C2)c1 (centres undefined)	i	0.146	53.1
CCn1c(=O)c2c(nc(-n3nc(C)cc3C)n2Cc2ccc(OC)cc2)n(C)c1=O	i	0.0751	54.5

(further entries)
SMILES	GluA2 TARP mod	GluA2 TARP mod agonism max-min	GluA2 TARP mod glutamate slope
O=C(C1CCCC1)N1CCc2ccc(NS(=O)(=O)Cc3ccccc3)cc21	+	0.0791*	6.0*
O=C(Cn1nc(C(=O)Nc2ccccc2)ccc1=O)Nc1cc(C(F)(F)F)ccc1Cl	i	0.0925	61.2
CCc1nnc(-c2ccc(NC(=O)c3ccc(S(=O)(=O)N4CCCC4)cc3)cc2)o1	i	0.126	50.6
COc1cccc(OCC(O)CN2C(C)(C)CC(O)CC2(C)C)c1 (centres undefined)	i	0.0333	44.7
CN(C)CCCN1C(=O)C(=O)/C(=C(/O)c2ccc(Cl)cc2)C1c1ccccn1 (centres undefined)	i	0.12	52.9
COc1ccc(NC(=O)CSc2ncnc3c2[nH]c2ccc(F)cc23)c(OC)c1	i	0.128	49.1
CCOc1ccc(-c2ccc(=O)n(CC(=O)Nc3ccc(C)c(Cl)c3)n2)cc1	i	0.0501	47.3
O=C(NCCc1ccsc1)c1ccc(F)c(F)c1	i	0.026	8.7
CCOCCn1c(N2CCC(C(N)=O)CC2)nc2c1c(=O)[nH]c(=O)n2C	i	0.0906	60.4
Cn1cc(C(=O)N2CCOCC2)cc(NC(=O)c2cccs2)c1=O	i	0.0669	62.7
O=C(NCCCn1ncccc1=O)c1csc(-c2ccccc2)n1	i	0.123	63.7
O=C(Nc1nc(CCC(=O)N2CCN(c3ccccn3)CC2)cs1)c1ccccc1	i	0.0686	64.0
O=C(NCCn1ncc2c(=O)n(Cc3ccccc3F)cnc21)C1CCCCC1	i	0.027	63.7
O=C(Nc1ccc(C(F)(F)F)cc1)c1ccc(S(=O)(=O)NCCc2ccccc2)o1	i	0.156	51.0
Nc1sc(SCC(=O)Nc2cccc(F)c2)nc1-c1ccccc1	i	0.068	51.6
O=C(CCCn1nc(-c2ccc(F)cc2)ccc1=O)N1CCc2ccccc21	i	0.0504	45.6
CC(=O)c1ccc(NC(=O)c2c[nH]c3c(Cl)cccc3c2=O)cc1	i	0.139	50.1
O=C(Nc1nnc(CCS(=O)(=O)c2ccccc2)o1)c1ccc(F)cc1	i	0.102	47.6
CC(=O)Nc1ccc(S(=O)(=O)N2CCCCCC2)cc1	i	0.0751	55.9
Cc1nccn1-c1cc(N2CCN(S(=O)(=O)c3cccc(Cl)c3)CC2)ncn1	i	0.11	49.4
CN(C)CCNC(CC(=O)Nc1ccccc1)C(=O)O (centres undefined)	i	0.0822	75.2
CC(C)c1cccc2sc(N3CCN(C(=O)c4ccn(C)n4)CC3)nc12	i	0.0799	48.1
CN(CCC#N)C(=O)CCn1cnc2c(cnn2C(C)(C)C)c1=O	i	0.0753	64.6
O=C(CCCS(=O)(=O)c1ccccc1)Nc1cccc([N+](=O)[O-])c1	i	0.121	75.0
CCNC(=O)C(=O)c1cn(CC(=O)N2CCOCC2)c2ccccc12	i	0.105	63.5

Structures from the list above with a thiophene ring, fused or not (5):
SMILES	GluA2 TARP mod	GluA2 TARP mod agonism max-min	GluA2 TARP mod glutamate slope
O=S(=O)(c1ccc(Cl)s1)N1CCN(c2ccc3nncn3n2)CC1	i	0.107	23.1
O=C(Nc1sccc1-c1nc2ccccc2s1)c1cccc(N2C(=O)CCC2=O)c1	i	0.082	72.2
CCC(=O)Nc1sc2c(c1-c1nc3ccccc3s1)CCN(C)C2	i	0.097	30.1
O=C(NCCc1ccsc1)c1ccc(F)c(F)c1	i	0.026	8.7
Cn1cc(C(=O)N2CCOCC2)cc(NC(=O)c2cccs2)c1=O	i	0.0669	62.7

(continued)
SMILES	GluA2 TARP mod	GluA2 TARP mod agonism max-min	GluA2 TARP mod glutamate slope
COc1ccccc1CCNC(=O)Cc1cc(-c2ccc3c(c2)OCO3)on1	i	0.0541	44.3
Cc1c(C)n2c3c(=O)n(CC(=O)C(C)(C)C)c(=O)n(C)c3nc2n1C(C)C	i	0.104	63.0
Cc1nn(C(C)(C)C)c(OC(=O)c2ccccc2[N+](=O)[O-])c1S(=O)(=O)c1ccccc1	i	0.116	66.9
O=C(Nn1cnc2c(cnn2-c2ccccc2)c1=O)c1cc([N+](=O)[O-])ccc1Cl	i	0.068	75.0
CCOc1ccccc1-n1c(-c2ccccc2)cn2c3c(=O)[nH]c(=O)n(C)c3nc12	i	0.0426	31.7
CS(=O)(=O)c1ccc2nc(N(CCc3cccs3)C(=O)Cc3ccc(F)cc3)sc2c1	i	0.103	77.0
CSCCC(C)(O)CNC(=O)/C=C/c1ccccc1Cl (centres undefined)	i	0.0729	60.7
CCN(CC)c1ccc(C2C(C(=O)Nc3cccc(F)c3)=C(C)NC3=C2C(=O)CC(C)(C)C3)cc1 (centres undefined)	i	0.112	43.7
COc1ccc(OC)c(COCC(O)CN2C(C)CCCC2C)c1 (centres undefined)	i	0.0653	48.4
Cc1ccc([N+](=O)[O-])cc1S(=O)(=O)N1CCCCCC1	i	0.0467	41.0
Cn1cccc(C(=O)NCCCn2cccc2)c1=O	i	0.122	61.6
Cn1c(=O)[nH]c(=O)c2c1nc(NCCc1ccccc1)n2CC(=O)c1ccccc1	i	0.077	55.5
COC(=O)c1ccc2c(=O)n(CCN(Cc3ccco3)C(C)C)c(=S)[nH]c2c1	i	0.0842	59.3
CSCCC(C)(O)CNC(=O)c1cc(C)cs1 (centres undefined)	i	0.102	44.4
Cc1nnc(SC(C(=O)O)c2ccccc2)c2ccccc12 (centres undefined)	i	0.103	72.2
c1ccc(-c2ccc(SCc3nc(-c4cccs4)no3)nn2)cc1	i	0.104	52.3
O=C(Cc1ccccc1)NCCn1ncc2c(N3CCCC3)ncnc21	i	0.0677	37.3
Cc1nn(C(C)(C)C)c(OC(=O)C2CCCCC2)c1Sc1ccccc1	i	0.0932	75.9
O=C(Nc1nnc(-c2cccnc2)o1)C1CCN(S(=O)(=O)c2cccs2)CC1	i	0.126	96.3
CCC(C)NCC(O)COc1ccc(C)cc1C (centres undefined)	i	0.0543	54.7
CC(=O)c1cccc(S(=O)(=O)NCC2(c3cccs3)CC2)c1	i	0.159	38.2
Cn1c(-c2ccccn2)nn(CCNC(=O)Cn2cnc3c2c(=O)n(C)c(=O)n3C)c1=O	i	0.104	63.1
COc1ccc(-n2nc3c(c2NC(=O)C(=O)N2CCCC2)CSC3)cc1	+	0.0356*	53.5*
Cc1ccc(NC(=O)C(=O)NCC2CCN(Cc3ccco3)CC2)cc1	i	0.0612	61.7
Cn1ccc(C(=O)Nc2c(C(N)=O)oc3ccccc23)n1	i	0.0953	45.7

(cont.)
SMILES	GluA2 TARP mod	GluA2 TARP mod agonism max-min	GluA2 TARP mod glutamate slope
Cc1ccc2c(=O)c(-c3nc(-c4ccc(Cl)cc4)no3)cn(Cc3ccccc3)c2n1	i	0.104	52.7
CCOC(=O)C(CC)Sc1ccc(NC(=O)C2CC2)nn1 (centres undefined)	i	0.0705	46.0
CC1CCCN(CC(O)COc2ccccc2)C1 (centres undefined)	i	0.0258	47.7
O=C(c1c(F)cccc1Cl)N1CCC(Cn2cnc3ccccc32)CC1	i	0.0786	66.6
CN(C1CC1)S(=O)(=O)c1ccc(C(=O)Nc2nc(-c3ccc4c(c3)OCCO4)cs2)cc1	i	0.13	73.7
COCCn1c(=O)c2c(nc3n(-c4ccc(F)cc4)c(C)cn23)n(C)c1=O	i	0.0976	32.5

A draw from above in order of count of non-hydrogen atoms, ascending.
SMILES	GluA2 TARP mod	GluA2 TARP mod agonism max-min	GluA2 TARP mod glutamate slope
CCOC(=O)C(CC)Sc1ccc(NC(=O)C2CC2)nn1 (centres undefined)	i	0.0705	46.0
COCCn1c(=O)c2c(nc3n(-c4ccc(F)cc4)c(C)cn23)n(C)c1=O	i	0.0976	32.5
Cc1ccc2c(=O)c(-c3nc(-c4ccc(Cl)cc4)no3)cn(Cc3ccccc3)c2n1	i	0.104	52.7
CN(C1CC1)S(=O)(=O)c1ccc(C(=O)Nc2nc(-c3ccc4c(c3)OCCO4)cs2)cc1	i	0.13	73.7
